# NCI-60 one-dose screen, 48 h, at 10 µM unless noted. Numbers give growth in % (100 = growth as untreated, 0 = no growth, -100 = all killed).
# A549/ATCC: A549/ATCC NSCLC; AID 1794740; 81,000 tested, 3.7% active
# HOP-62: HOP-62 NSCLC; 80,000 tested, 3.9% active
# EKVX: EKVX NSCLC | 71,000 tested, 3% active
# HOP-92: HOP-92 NSCLC cells; 71,000 tested, 6.3% active; AID 1794738
# SK-MEL-5: SK-MEL-5 melanoma; 80,000 tested, 6.4% active
# LOX IMVI: LOX IMVI melanoma; 79,000 tested, 7.4% active; AID 1794757
# M14: M14 melanoma. 80,000 tested, 6.2% active. AID 1794745
# CCRF-CEM: CCRF-CEM leukemia; AID 1794778; 77,000 tested, 7% active
# An asterisk follows results filed as active; x = not tested or not shown; & = joins results of further samples. How the source made its calls: active means growth percent below 10; inactive means the rest.
# Short keys – A = A549/ATCC; B = HOP-62; C = EKVX; D = HOP-92; E = SK-MEL-5; F = LOX IMVI; G = M14; H = CCRF-CEM
> C#Cc1cccc(Nc2ncnc3cc4c(cc23)OCCOCCOCCO4)c1
  A = 43; B = 56; C = 43; D = 49; E = 58; F = 51; G = 49; H = 73

> C=C1SC(=Nc2c(C)cccc2Cl)N(C(=O)c2sc3ccccc3c2Cl)C12CCCCC2
  A = 78; B = 102; C = 79; D = 94; E = 83; F = 85; G = 87; H = 86

> O=C(c1ccccc1)N(C(=S)NCCc1ccc(Cl)cc1)c1ccccc1
  A = 97; B = 103; C = 96; D = 75; E = 98; F = 68; G = 101; H = 61

> O=C(NC1CCCCC1)c1cc(NCc2cc(O)ccc2O)ccc1O
  A = x; B = 97; C = 103; D = 84; E = 98; F = 100; G = 105; H = 87

> NN1CCc2ccccc2C1
  A = 104; B = 103; C = 91; D = 115; E = 108; F = 101; G = 101; H = 108

> N[C@@H](Cc1ccccc1)[C@@H](O)C(=O)NCCc1ccccn1
  A = 101; B = 100; C = 102; D = 112; E = 101; F = 109; G = 98; H = 109

> Cc1ccccc1C(=O)c1ccccc1C(=O)O
  A = 103; B = 106; C = 105; D = 105; E = 104; F = 96; G = 96; H = 103

> COc1ccc(NC(=O)c2ccoc2COc2ccccc2)cc1
  A = 102; B = 100; C = 95; D = 89; E = 100; F = x; G = 92; H = 88

> COc1ccc(C(Cc2ccccc2)NCCN2CCOCC2)cc1 (stereo not drawn)
  A = 98; B = 93; C = 104; D = 106; E = 108; F = 91; G = 91; H = 113

> CCOC(=O)C1=C(C)N=C2SC=C(c3ccccc3)N2[C@H]1c1cn(-c2ccccc2)nc1-c1ccccc1
  A = 60; B = 78; C = 65; D = 57; E = 90; F = 75; G = 76; H = 68

> CC(=O)OC(c1ccccc1)C1CCOC1=O (stereo not drawn)
  A = 99; B = 99; C = 79; D = 93; E = 102; F = 97; G = 100; H = 109

> O=C1NCC(O)CN1
  A = 105; B = 104; C = 115; D = 93; E = 107; F = 99; G = 120; H = 96

> COc1ccc(Oc2nc3n(c(=O)c2C#N)-c2ccccc2Sc2ccccc2-3)cc1
  A = 90; B = x; C = 78; D = 78; E = 85; F = 94; G = 93; H = 94

> O=C(O)CCCN1C(=O)/C(=C/c2ccc(F)cc2)SC1=S
  A = 99; B = 106; C = 98; D = x; E = x; F = 96; G = 103; H = 105

> CC(=O)OC[C@H]1O[C@@H](OCc2cn(CC(=O)O[C@@H]3C[C@]4(C)[C@H]5CC[C@@H]6[C@H]7[C@H](C(C)C)CC[C@]7(C(=O)O)CC[C@@]6(C)[C@]5(C)CC[C@H]4C(C)(C)C3=O)nn2)[C@H](OC(C)=O)[C@@H](OC(C)=O)[C@@H]1OC(C)=O
  A = 58; B = 93; C = 74; D = 60; E = 56; F = 91; G = 81; H = 69

# Nine entries from above, with tabs.
Molecule	A549/ATCC	HOP-62	EKVX	HOP-92	SK-MEL-5	LOX IMVI	M14	CCRF-CEM
C#Cc1cccc(Nc2ncnc3cc4c(cc23)OCCOCCOCCO4)c1	43	56	43	49	58	51	49	73
C=C1SC(=Nc2c(C)cccc2Cl)N(C(=O)c2sc3ccccc3c2Cl)C12CCCCC2	78	102	79	94	83	85	87	86
O=C(c1ccccc1)N(C(=S)NCCc1ccc(Cl)cc1)c1ccccc1	97	103	96	75	98	68	101	61
O=C(NC1CCCCC1)c1cc(NCc2cc(O)ccc2O)ccc1O	x	97	103	84	98	100	105	87
NN1CCc2ccccc2C1	104	103	91	115	108	101	101	108
N[C@@H](Cc1ccccc1)[C@@H](O)C(=O)NCCc1ccccn1	101	100	102	112	101	109	98	109
Cc1ccccc1C(=O)c1ccccc1C(=O)O	103	106	105	105	104	96	96	103
COc1ccc(NC(=O)c2ccoc2COc2ccccc2)cc1	102	100	95	89	100	x	92	88
COc1ccc(C(Cc2ccccc2)NCCN2CCOCC2)cc1 (stereo not drawn)	98	93	104	106	108	91	91	113

# Additional results follow:
# Short keys – A = A549/ATCC; B = HOP-62; C = EKVX; D = HOP-92; E = SK-MEL-5; F = LOX IMVI; G = M14; H = CCRF-CEM
> CCOC(=O)CC(=O)CC(=O)OCC
  A = 103; B = 109; C = 110; D = 75; E = 111; F = 102; G = 109; H = 98

> CCOC(=O)c1c(C)n(-c2ccccc2)c2c1c(-c1ccccc1)nc1ccccc12
  A = 87; B = 102; C = x; D = x; E = 90; F = 97; G = 102; H = 89

> CCCCCCCCCCCCN1CCCC(C)C1 (stereo not drawn)
  A = 91; B = 89; C = x; D = 73; E = 68; F = 56; G = 83; H = 45

> COC(=O)c1cc(=O)[nH]c(=S)[nH]1
  A = 76; B = 94; C = 106; D = 119; E = 102; F = 102; G = 109; H = 99

> Nc1nc(-c2nnc(Nc3ccc(Cl)cc3)s2)cs1
  A = 94; B = 115; C = x; D = 118; E = 98; F = 105; G = 109; H = 46

> COc1nc(Cl)nc2c1ncn2CC#CCCl
  A = 85; B = 97; C = 102; D = 63; E = 92; F = 79; G = 84; H = 82

> COC(=O)/C=C1/SC(=NCc2ccccc2)N(Cc2ccco2)C1=O
  A = 75; B = 105; C = 107; D = 47; E = 104; F = 102; G = 95; H = 90

> O=[N+]([O-])c1ccc(S(=O)(=O)N2CCN(c3ccccc3)CC2)cc1
  A = 100; B = 92; C = 92; D = 80; E = 93; F = 94; G = 93; H = 102

> Nc1nc2ccccc2n2cc3ccccc3c12
  A = 94; B = 97; C = 76; D = 101; E = x; F = 89; G = 102; H = 96

> O=C(O)/C=C\C(=O)Nc1ccc(Cc2ccc(NC(=O)/C=C\C(=O)O)cc2)cc1
  A = 96; B = 105; C = 113; D = 93; E = 101; F = 97; G = 102; H = 104

> Cc1cc(C=O)c(C)[nH]1
  A = x; B = 104; C = 108; D = 105; E = 102; F = 103; G = 110; H = 98

> CCCC(CNC1CCCCC1)OC(=O)c1ccc(N)cc1 (stereo not drawn)
  A = 115; B = 105; C = x; D = x; E = 107; F = 106; G = 108; H = 93

> O=C(O[C@H](Cc1ccc2ccccc2c1)C(=O)O)C1c2ccccc2-c2ccccc21
  A = 92; B = 101; C = 97; D = 99; E = 103; F = 101; G = 97; H = 83

> Nc1nc(NCc2cccc(Cl)c2)c2c(n1)[nH]c1ccc(O)cc12
  A = 77; B = 69; C = 63; D = 43; E = 62; F = 67; G = 88; H = 55

> CCOC(=O)c1c(Nc2ncnc3cc(OC)c(OC)cc23)sc2c1CCCC2
  A = 107; B = 80; C = 80; D = 79; E = 94; F = 96; G = 94; H = 100

# Fetched by structure from above (2):
# Short keys – A = A549/ATCC; B = HOP-62; C = EKVX; D = HOP-92; E = SK-MEL-5; F = LOX IMVI; G = M14; H = CCRF-CEM
> COC(=O)c1cc(=O)[nH]c(=S)[nH]1
  A = 76; B = 94; C = 106; D = 119; E = 102; F = 102; G = 109; H = 99

> O=C(O)CCCN1C(=O)/C(=C/c2ccc(F)cc2)SC1=S
  A = 99; B = 106; C = 98; D = x; E = x; F = 96; G = 103; H = 105

# New compounds follow
# Short keys – A = A549/ATCC; B = HOP-62; C = EKVX; D = HOP-92; E = SK-MEL-5; F = LOX IMVI; G = M14; H = CCRF-CEM
> O=c1c2cc(F)ccc2sc2c(-n3cccn3)nc3ccccc3c12
  A = 95; B = 87; C = 90; D = 72; E = 97; F = 92; G = 95; H = 98

> O=C(/C=C/c1cc2ccccc2[nH]c1=O)c1ccc(-c2ccccc2)cc1
  A = 94; B = 101; C = 104; D = x; E = 106; F = 99; G = 78; H = x

> COc1cc2oc3cc(C)oc(=O)c3c2cc1OC
  A = 88; B = 93; C = 102; D = 93; E = 95; F = 103; G = 102; H = 112

> O=C1C(O)=C(c2ccccc2)C(=O)N1c1ccccc1
  A = 107; B = 96; C = 105; D = 79; E = 95; F = 102; G = x; H = 121

> COc1ccc(-c2cc(C#N)c(NNC(C)=O)[nH]2)cc1
  A = 115; B = x; C = 112; D = 178; E = 105; F = 103; G = x; H = -0.6*

> C=C(C)[C@@H]1CC[C@]2(COC(C)=O)CC[C@]3(C)[C@H](CC[C@@H]4[C@@]5(C)CCCNC(C)(C)[C@@H]5CC[C@]43C)[C@@H]12
  A = 77; B = 100; C = 83; D = 69; E = 93; F = x; G = 88; H = 77

> O=C(c1nnc(NC2CCCCC2)o1)c1c[nH]c2ccccc12
  A = 99; B = 106; C = 104; D = 107; E = 104; F = 100; G = 122; H = 98

> CC(=O)Nc1cc(Cl)ccc1F
  A = 112; B = 108; C = 110; D = 111; E = 99; F = 100; G = 104; H = 94

> O=C(O)CCCCCC1=CCCCC1
  A = 110; B = 101; C = 102; D = 96; E = 102; F = 94; G = x; H = 102

> O=C1/C(=C/c2ccc(-c3cccc(C(F)(F)F)c3)o2)SC(=S)N1CCN1CCOCC1
  A = 101; B = 109; C = 106; D = 106; E = 98; F = 96; G = 105; H = 95

> COc1ccc(NC(=O)N(O)C2(C#N)CCCCC2)cc1
  A = 97; B = 103; C = 103; D = x; E = 100; F = 100; G = 103; H = 96

> Cn1c(=O)[nH]c(=O)c2[nH]c(CO)nc21
  A = 103; B = 96; C = 106; D = x; E = 106; F = 107; G = 96; H = 106

> Oc1ccc(Cl)cc1/C=C1/CCc2cc3cc(Cl)ccc3[o+]c21
  A = 105; B = 104; C = 98; D = 100; E = 98; F = 92; G = 103; H = 100

> OCCNC(Cc1ccccc1)c1ccccc1OCCO (stereo not drawn)
  A = 83; B = 64; C = 99; D = 85; E = 100; F = 99; G = 86; H = 88

> CCN(CC)c1ccc2c(c1)Oc1nc(N)c(C#N)c(N)c1C2Sc1ccc(C)cc1 (stereo not drawn)
  A = -57*; B = -71*; C = -97*; D = -94*; E = -96*; F = -92*; G = x; H = -20*

> CCCc1c(C(=O)Nc2ccc3c(c2)C(=O)OC3)nnn1-c1ccccc1
  A = 90; B = 87; C = x; D = 149; E = 46; F = x; G = 103; H = x

> COc1ccccc1N1C(=O)CC(Sc2ccccc2N)C1=O (stereo not drawn)
  A = 97; B = 83; C = 94; D = 90; E = 104; F = 96; G = 99; H = 115

> Clc1cc(Br)ccc1-c1ccc(CNCC2CCNCC2)o1
  A = 17; B = 41; C = x; D = 56; E = 62; F = 23; G = 55; H = 24

> COc1ccc(OC)c(C2C(C#N)=C(N)N(c3ccc(OC(F)(F)F)cc3)C3=C2C(=O)CC(C)(C)C3)c1 (stereo not drawn)
  A = 96; B = 90; C = 87; D = 76; E = 96; F = 102; G = 100; H = 91

> O=C(NS(=O)(=O)c1ccccc1)n1cc(-c2ccncc2)c(-c2cc(O)cc(Cl)c2)n1
  A = 97; B = 115; C = 107; D = 103; E = 99; F = 93; G = 32; H = 87

> Oc1cc(CN2CCOCC2)c(O)cc1CN1CCOCC1
  A = 110; B = 86; C = 95; D = 124; E = 105; F = 100; G = 98; H = 104

> c1ccc(COC(CN2CCCCC2)c2ccccc2)cc1 (stereo not drawn)
  A = 97; B = 108; C = 99; D = 92; E = 99; F = 97; G = 104; H = 89

> CCCOc1nc2c(c(=O)n(C)c(=O)n2C)n1C
  A = 105; B = 106; C = 92; D = x; E = 97; F = 103; G = 112; H = 80

> C1CCN(c2nc(=[N+]3CCCCC3)ss2)CC1
  A = 93; B = 99; C = 101; D = 105; E = 98; F = 100; G = 100; H = 101

> c1ccc(-c2ccc(-c3cc(-c4ccccc4)n(-c4ccccc4)n3)cc2)cc1
  A = 99; B = 99; C = 93; D = 90; E = 105; F = 99; G = 97; H = 97

> COc1cccc(C(=O)NNc2nc(Cl)nc(N3CCN(C(c4ccccc4)c4ccccc4)CC3)n2)c1
  A = 101; B = 93; C = 90; D = 77; E = 91; F = 3.0*; G = 45; H = -5.3*

> Fc1ccc(-c2ccnc3nc(-c4ccncc4)nn23)cc1
  A = 98; B = 113; C = x; D = 120; E = 106; F = 100; G = 107; H = 110

> CCN(CC)CCOc1ccc(C(=O)/C=C\c2ccc(Cl)cc2Cl)cc1
  A = 22; B = 57; C = 64; D = 25; E = 6.5*; F = -77*; G = -37*; H = 7.3*

> CS(=O)(=O)Oc1ccc(Cl)c2ccccc12
  A = 98; B = 102; C = x; D = 81; E = 100; F = 113; G = 101; H = 104

> O=C1CC2C(CCC23OCCO3)c2ccc3ccccc3c21 (stereo not drawn)
  A = 91; B = x; C = 81; D = 96; E = 94; F = 94; G = 91; H = 94

> Cc1cccnc1NC(=S)Nc1ncccc1C
  A = 110; B = 109; C = 96; D = 109; E = 101; F = 107; G = 102; H = 91

> O=C1OC(C(O)C(O)CO)C(O)C1O (stereo not drawn)
  A = 91&102; B = 94&97; C = 104; D = 103&78; E = 105&102; F = 99&101; G = 94&100; H = 104&98

> O=C1Nc2ccccc2S/C1=C/c1ccccc1
  A = 99; B = 94; C = x; D = 54; E = 89; F = 79; G = 97; H = 101
